HSF1 inh: HSF1 inhibition; NIH3T3-HGL HSE-luciferase, MG132-induced, luminescence 8 h; active compounds read low; activity change, negative = inhibition, % at 7.5 µM (by protocol); 300,000 tested, 0.77% active;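 active = more than half of replicate wells show activity change below -50%, luminescence cut by over half; inconclusive = some wells, but at most half, below -50%; inactive = no replicate well below -50%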;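 note: luciferase reports HSF-1 transcriptional activity via heat shock element; 0% = median of DMSO wells and -100% = zero luminescence signal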
KLF5 inh: inhibitors of KLF5 expression. AID 1700. inhibition, % at 5 µM. 290,000 tested, 0.23% active. DLD-1 KLF5 promoter-luciferase reporter, luminescence;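 active = inhibition above a per-plate limit of that plate's mean compound inhibition plus 3 SD, cut at about 60% in these data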;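 note: 0% = DMSO wells and 100% = LY294002 at 200 µM; higher means less KLF5 promoter-driven luciferase light; inactives centre near -14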
aSyn UTR inh: 5' untranslated region of α-synuclein, MLPCN primary screen | alpha-synuclein 5'UTR reporter, inhibitor activity | inhibition, % (tested at 7.5 µM) | 300,000 tested, 0.82% active; in the data active = inhibition above about 60%; inconclusive = no clear call, values can overlap the other calls;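 note: H4 neuroglioblastoma cells stably carrying SNCA 5'UTR luciferase fusion; 0% = DMSO wells and 100% = positive control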
SKKanGAS inh: blocks kanamycin growth of S. pyogenes SKKanGAS strain; 300,000 tested, 1.3% active; inhibition, % at 7.5 µM; BacTiter-Glo, 6 h;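 active = mean replicate score, as percent of positive control median, at least 50; inconclusive = mean below 50 but one replicate at or above 50; inactive = mean and every replicate below 50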;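 note: strain carries kanamycin resistance gene driven by streptokinase promoter and grows in 40 µg/ml kanamycin; loss of luminescence reflects streptokinase promoter inhibition or plain growth inhibition; 0% = median of DMSO wells and 100% = positive control at its reference dose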
AI-2 QS modul: Vibrio harveyi AI-2 quorum sensing modulation | Vibrio harveyi JMH597 AI-2 luminescence/OD600 ratio, 9 h; active compounds read low; strain lacks LuxN and CqsS sensors; 0 = neutral-control median | activity change, % at 7.5 µM | 300,000 tested, 0.4% active | AID 2094; in the data active = activity change below about -75%, passing the limit was not always enough; inconclusive = no clear call, values can overlap the other calls;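 note: luminescence divided by OD600 gain over 9 h not by final OD600 alone; inactives centre near 13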
HSF1 activator: increases HSF-1 driven luciferase reporter signal; NIH3T3-HGL HSF-1 luciferase reporter, MG132, 8 h; 100% = twice DMSO control signal; activation, % at 9 µM; 300,000 tested, 1.7% active; AID 504408;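 active = mean replicate activation of at least 50% with a set share of replicates each reaching 50%; inconclusive = only one of those two conditions met; inactive = mean below 50% and too few replicates reaching it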;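 note: 0% = median of the neutral control wells and 100% = twice that signal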
IEC-6 tox: counter-screen for KLF5 inhibitors: cytotoxicity in IEC-6 cells; IEC-6 cytotoxicity, luminescence viability; inhibition, % at 5 µM; 290,000 tested, 0.78% active; in the data active = inhibition above about 22%;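 note: 0% = plate median of test compound wells and 100% = cytotoxic reference compound wells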
HIF activator: HIF pathway transcriptional activation; U2OS HRE-luciferase reporter, luminescence; normalized: DMSO 0%, desferrioxamine 100%; activation, % at 7.5 µM (by protocol); 300,000 tested, 0.32% active; AID 1910;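 active = mean activation of at least 10% of the iron chelator positive control signal, with at least half of replicates also reaching 10%; inconclusive = mean and replicate majority disagree about reaching 10%; inactive = mean and most replicates under 10%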
Platelet DG rel: platelet dense granule release activity. inhibition, %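 (compounds screened at 7.5 µM in platelet-rich plasma)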. 300,000 tested, 0.22% active. human platelet-rich plasma, SFLLRN dense granule ATP release, luminescence. AID 1663;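 active = mean replicate score, as percent of positive control, at or above 50; inconclusive = mean below 50 but at least one replicate at or above 50; inactive = mean and every replicate below 50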
HSP90 inh: HSP90 refolding inhibition in rabbit reticulocyte lysate; inhibition, % at 5.6 µM; luciferase refolding luminescence, 3 h; 290,000 tested, 0.91% active;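 active = inhibition above the screen-wide mean plus 3 SD, computed separately per campaign, cut at about 16% in these data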;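 note: 0% = DMSO wells and 100% = 60 µM geldanamycin wells; inhibitors lower the luminescence because luciferase stays unfolded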
* marks the source's active call; other numbers are inactive results; ? = inconclusive; nt = not tested or not shown. Compounds were not picked by outcome, and some 6% of all compounds hit somewhere here.

Sample of the layout:
SMILES	HSF1 inh	KLF5 inh	aSyn UTR inh	SKKanGAS inh	AI-2 QS modul	HSF1 activator	IEC-6 tox	HIF activator	Platelet DG rel	HSP90 inh
O=C(NCCN1CCOCC1)c1cc(=O)[nH]c2ccc(Br)cc12	-9	-14	0	-6	15	-1	-3	0.1	2	-1
COc1ccc(/C=C2\SC(=O)N(CC(=O)NCCCn3ccnc3)C2=O)cc1	13	-45	-54	11	34	26	-2	2.7	-1	-6
COc1ccc(NC(=O)COC(=O)c2ccc(NS(=O)(=O)/C=C/c3ccccc3)cc2)cc1	5	11	-20	15	1	3	1	-4.1	-3	7
Cc1cccc(C)c1OC(=O)Cc1ccccc1[N+](=O)[O-]	-3	-22	0	20	14	-2	2	-0.5	-1	-4
COc1ccc(Cc2nc(C(=O)Nc3ccc(F)cc3)cs2)cc1	4	-51	-13	-10	-11	8	2	-5.9	-3	-7
CC(=O)Nc1ccc(S(=O)(=O)NC(=O)C23CC4CC(CC(C4)C2)C3)cc1	-7	13	7	6	37	-8	-4	0.0	nt	2
[N-]=[N+]=NC1CC(CO)OC1n1ccc(=O)[nH]c1=O (stereo unspecified)	-4	-6	12	-9	1	-1	1	-2.0	5	-1
Cc1ccc(Cl)cc1N1CCN(Cc2nnnn2C2CCCCC2)CC1	-3	-14	7	11	1	14	3	-0.3	15	11
Cc1nc(SCC(=O)Nc2nc3ccccc3s2)n[nH]1	6	-52	-42	-4	0	-10	10	1.3	-17	2
Cn1c(SCc2nnc(-c3ccccc3)o2)nc2ccccc21	-5	-7	-15	18	10	16	-1	0.0	-3	0

This part in full, repeating the preview:
SMILES	HSF1 inh	KLF5 inh	aSyn UTR inh	SKKanGAS inh	AI-2 QS modul	HSF1 activator	IEC-6 tox	HIF activator	Platelet DG rel	HSP90 inh
O=C(NCCN1CCOCC1)c1cc(=O)[nH]c2ccc(Br)cc12	-9	-14	0	-6	15	-1	-3	0.1	2	-1
COc1ccc(/C=C2\SC(=O)N(CC(=O)NCCCn3ccnc3)C2=O)cc1	13	-45	-54	11	34	26	-2	2.7	-1	-6
COc1ccc(NC(=O)COC(=O)c2ccc(NS(=O)(=O)/C=C/c3ccccc3)cc2)cc1	5	11	-20	15	1	3	1	-4.1	-3	7
Cc1cccc(C)c1OC(=O)Cc1ccccc1[N+](=O)[O-]	-3	-22	0	20	14	-2	2	-0.5	-1	-4
COc1ccc(Cc2nc(C(=O)Nc3ccc(F)cc3)cs2)cc1	4	-51	-13	-10	-11	8	2	-5.9	-3	-7
CC(=O)Nc1ccc(S(=O)(=O)NC(=O)C23CC4CC(CC(C4)C2)C3)cc1	-7	13	7	6	37	-8	-4	0.0	nt	2
[N-]=[N+]=NC1CC(CO)OC1n1ccc(=O)[nH]c1=O (stereo unspecified)	-4	-6	12	-9	1	-1	1	-2.0	5	-1
Cc1ccc(Cl)cc1N1CCN(Cc2nnnn2C2CCCCC2)CC1	-3	-14	7	11	1	14	3	-0.3	15	11
Cc1nc(SCC(=O)Nc2nc3ccccc3s2)n[nH]1	6	-52	-42	-4	0	-10	10	1.3	-17	2
Cn1c(SCc2nnc(-c3ccccc3)o2)nc2ccccc21	-5	-7	-15	18	10	16	-1	0.0	-3	0
Cc1ccc(CNc2nc(N)c([N+](=O)[O-])c(Nc3cccc(F)c3)n2)cc1	6	-7	34	-6	7	20	-1	-0.7	-1	1
Cc1nn(-c2nc3ccccc3[nH]2)c(=O)c2ccccc12	-81*	110*	115*	?	9	-85	85*	-3.2	81*	99*
COc1ccc(/C=C2/C(=O)N(c3nc4ccccc4s3)N=C2CSc2ccc(Cl)cc2)cc1	11	-13	-42	68*	29	37	3	0.3	18	2
CCC(=O)Nc1nc2nc(-c3ccccc3)cc(-c3ccccc3)n2n1	-4	-21	41	3	39	0	-2	-0.8	-4	-3
O=[N+]([O-])c1ccc(N2CCN(C(=S)c3cccc([N+](=O)[O-])c3)CC2)cc1	-2	-39	29	nt	3	1	0	-0.2	1	-6
O=S(=O)(NCC(c1cccnc1)N1CCN(Cc2ccccc2)CC1)c1cc(F)ccc1F (stereo unspecified)	0	-12	10	1	3	-1	-6	-0.6	-13	7
Cc1ccc(C(C)(C)C)cc1S(=O)(=O)Nc1cccc(S(=O)(=O)NC2=NCCC2)c1	-4	-6	14	-2	20	-19	-2	-0.5	9	1
COc1ccc(OCCCCc2c(C)n[nH]c2C)cc1	-7	nt	-6	-4	26	-22	nt	-0.1	13	nt
CCNC(=S)N(CCc1cccc(C)c1)Cc1cc2cc(OC)c(OC)cc2[nH]c1=O	4	-2	20	18	-8	5	-5	-0.4	10	-2
COC(=O)c1ccccc1NC(=O)Cn1cnc2c(cnn2-c2ccccc2)c1=O	-3	-8	22	-27	15	-5	-5	-0.1	-7	-2
Cc1ccc2cc(CN(Cc3ccco3)C(=O)c3cccs3)c(=O)[nH]c2c1	14	-17	17	-12	-1	23	-2	1.5	-3	2
CN(C)CCCNC(=S)NCc1ccc(Cl)cc1	-8	-6	24	-8	5	15	7	-0.3	-6	1
CCCC(=O)Nc1c2c(nn1-c1cccc(C)c1C)CS(=O)(=O)C2	-5	-38	10	-5	25	-9	-6	-0.3	9	-3
O=C(NCc1cccc(Cl)c1)c1cc(=O)[nH]c2ccccc12	-5	-21	18	-1	13	13	-8	0.2	-1	-3
CC(C)(C)c1nc(SCC(=O)NCc2cccs2)c2ccccc2n1	10	-20	-11	2	5	18	0	0.0	13	-1
(next part)
SMILES	HSF1 inh	KLF5 inh	aSyn UTR inh	SKKanGAS inh	AI-2 QS modul	HSF1 activator	IEC-6 tox	HIF activator	Platelet DG rel	HSP90 inh
O=C(c1cc(-c2ccc(F)cc2)on1)N1CCCCCC1	5	-123	29	-13	-27	6	9	-0.2	-3	17*
CCCCC1=CC2=C(c3ccco3)C(=O)C(C)(OC(=O)c3ccc(OC)cc3)C(=O)C2=CN1c1ccc(OC)cc1 (stereo unspecified)	26	nt	-18	1	23	22	nt	0.2	16	nt
c1csc(Cn2nnnc2CN2CCN(c3nc4ccccc4s3)CC2)c1	14	5	-7	10	19	4	1	-0.6	6	1
O=C(NCc1ccccc1F)c1ccc2c(c1)OCCO2	6	-59	-80	5	12	4	-2	1.7	4	-4
CCOC(=O)c1sc(=NC(=O)c2c(F)cccc2F)n(C)c1C	10	-82	-103	-6	8	20	4	3.9	12	-3
Cc1ccc(OC(=O)CCC(=O)Nc2ccc(C)c(C)c2)cc1	1	nt	-5	-2	15	4	nt	-0.1	1	nt
Cc1cccc(C(=O)N/C(=C\c2ccco2)C(=O)N2CCCC2)c1	0	2	-3	4	18	12	-6	0.1	1	-1
O=C(O)CCn1[nH]c(=O)ccc1=O	12	-23	-10	-6	6	58*	3	-24	-7	2
O=C(Cc1ccccc1F)NNC(=O)c1ccncc1	-10	0	-9	2	18	-17	-3	-0.4	-4	-2
CC(=O)Nc1cccc(OCC(=O)NCCC2=CCCCC2)c1	-1	-24	-49	-2	35	16	4	0.6	2	-1
CN(C)S(=O)(=O)c1cccc(NC(=S)N/N=C/C2CC=CCC2)c1 (stereo unspecified)	-3	0	-11	-5	67	7	9	0.2	0	2
Nc1cc(N)nc(SCC(=O)N2CCc3ccccc32)n1	22	-98	-87	5	14	4	3	1.1	5	-2
Fc1ccccc1CSc1nnc(-c2ccccc2)o1	21	-138	-152	19	-93*	37	4	2.7	0	1
CCN(CC(=O)Nc1ccc2c(c1)OC(F)(F)O2)Cc1nc2ccccc2c(=O)[nH]1	4	-18	-9	-7	24	19	0	-0.2	3	-1
COCCCn1c(C)c(C(C)=O)cc(NC(=O)c2ccccc2)c1=O	-1	-20	5	-12	13	-4	-3	-0.1	1	-2
CCN(CC)C(=O)Cc1ccccc1	-1	nt	8	0	16	-7	nt	-0.2	-3	nt
c1ccc(CN2CCC(N=C3NN=C(c4ccc5c(c4)OCCO5)CS3)CC2)cc1	2	-18	-223	-13	43	1	-8	-0.2	1	13
Cc1cc(C)n(-c2nc3ccccc3nc2Nc2ccc(CC(=O)O)cc2)n1	-3	-23	-16	16	22	-1	-4	0.2	-12	0
Cc1ccc(C(=O)N/N=C/c2cccc3ccccc23)cn1	3	nt	-22	-3	18	16	nt	1.5	-19	nt
O=C1CC(c2ccccc2)CC(O)=C1C=NC1CCCC1 (stereo unspecified)	-2	-25	23	-3	-10	-14	0	0.4	-5	-1
Cc1cc2nc(CCN(Cc3cccnc3)C(=S)Nc3ccccc3)[nH]c2cc1C	0	-32	13	3	-5	27	-10	0.1	-6	-2
CCn1nnc(NC(=O)c2ccccc2Br)n1	5	-61	-52	0	37	4	-1	0.5	13	1
CCOc1cccc(N2C(=O)CC(n3cnc4ccccc43)C2=O)c1 (stereo unspecified)	-8	16	-9	4	10	-24	1	0.6	3	1
CC(C)CCOc1ccc(C2(C)NC(=O)NC2=O)cc1 (stereo unspecified)	3	-8	29	4	-27	3	6	0.1	-1	3
CCCc1cc2c(=O)c(-c3cscn3)c(C(=O)OCC)oc2cc1O	8	-57	-34	-2	3	2	2	-0.4	-2	3
Carrying on.
SMILES	HSF1 inh	KLF5 inh	aSyn UTR inh	SKKanGAS inh	AI-2 QS modul	HSF1 activator	IEC-6 tox	HIF activator	Platelet DG rel	HSP90 inh
O=C(Nc1nccs1)c1ccccc1N=Cc1ccccc1	-6	-58	-84	1	0	-12	0	2.5	9	-7
O=C(/C=C/c1ccccc1)N1CCN(CCN2C(=O)c3cccc4cccc(c34)C2=O)CC1	-1	-9	-50	?	7	3	-4	-0.5	-7	-4
COc1ccccc1N1CCN(S(=O)(=O)c2ccc3c4c(cccc24)C(=O)N3)CC1	-11	-28	-31	21	16	-6	2	-0.1	-9	0
COc1ccc2cc(C3(C)NC(=O)N(CC(=O)Nc4c(C)n(C)n(-c5ccccc5)c4=O)C3=O)ccc2c1 (stereo unspecified)	-8	-9	43	9	-7	17	0	0.0	-6	0
Cc1cccc(NS(=O)(=O)c2cccs2)c1	4	-7	8	7	36	-7	-1	-0.4	-2	10
CC(C)CNC(=O)COC(=O)CCC(=O)c1cccs1	4	-24	-17	-3	-1	-3	-4	-0.2	0	1
O=C(CC1C(=O)NCCN1Cc1cccc(F)c1)NC1CCCCCC1 (stereo unspecified)	-5	0	-19	1	20	-15	-5	-0.1	-10	0
CC(C)C(C(=O)Nc1ccc2c(c1)OCCOCCOCCOCCO2)N1C(=O)c2ccccc2C1=O (stereo unspecified)	-7	-17	7	5	7	-32	0	-0.2	-2	-3
O=C(CSc1nc2ccccc2c(=O)n1Cc1ccco1)c1ccc(F)cc1	7	-29	-4	-12	8	25	-4	nt	-1	0
O=[n+]1c2c(n([O-])c3cc(F)c(N4CCCC4)cc31)CCCC2	3	-26	-77	4	-9	23	-9	0.6	-6	-3

Screening results deposited in PubChem BioAssay by several laboratories.
